Bioassay records as filed in PubChem BioAssay.
H1N1 NS1A inhibition: H1N1 influenza NS1A inhibitors, functional cell based assay (AID 504329); NS1A functional cell-based assay, percent inhibition; higher % means a stronger effect; inhibition, % at 12.5 µM, or IC50 in µM where a hit was titrated; 340,000 tested, 0.3% active; in the data active = a potency from the dose series; inconclusive = inhibition above about 27% without an active follow-up result; note: strong numbers were not always called active
tuberculosis growth: growth inhibition of non-replicating M. tuberculosis (AID 488890); Mycobacterium tuberculosis non-replicating, growth inhibition; higher % means a stronger effect; inhibition, % at 25 µM; hits with a dose series show IC50 in µM; 320,000 tested, 0.39% active; in the data active = a potency from the dose series; inconclusive = inhibition mostly from about 82% at the one dose, without a potency; inactive = the rest, 99 in 100 with inhibition below about 76%;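 note: plate controls were DMSO cells for no effect and high antibiotic wells for full effect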
M. tuberculosis HTS: M. tuberculosis growth inhibition, HTS (AID 449762); M. tuberculosis H37Rv growth inhibition, 7H9 media; higher % means a stronger effect; inhibition, % at 25 µM, or IC50 in µM where a hit was titrated; 330,000 tested, 0.59% active; in the data active = a potency from the dose series; inconclusive = inhibition above about 70% without an active follow-up result;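 note: bacterial growth assessed after seven days of incubation; strong numbers were not always called active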
Salmonella PhoP GFP: PhoP regulon inhibitors, Salmonella typhi PhoP promoter GFP reporter, confirmatory (AID 1850). Salmonella Typhi PhoP-promoter GFP reporter, fluorescence, 4 h; higher % means a stronger effect. one-dose inhibition, % at 50 µM; IC50 in µM for titrated hits. 310,000 tested, 0.33% active; in the data active = a potency from the dose series; inconclusive = inhibition mostly from about 25% at the one dose, without a potency; inactive = the rest, 99 in 100 with inhibition below about 19%;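 note: 0% = induced wells with vehicle and 100% = uninduced wells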
VEEV TC-83 Vero: inhibitors of VEEV TC-83 cytopathic effect, confirmation, Vero cells (AID 588727); Vero cells, VEEV TC-83 cytopathic effect inhibition; higher % means a stronger effect; inhibition, % at 20 µM, or IC50 in µM where a hit was titrated; 350,000 tested, 0.13% active; in the data active = a potency from the dose series; inconclusive = inhibition mostly from about 14% at the one dose, without a potency; inactive = the rest, 99 in 100 with inhibition below about 12%; note: strong numbers were not always called active
VEEV TC-83 Vero 10K pilot screen: also measured in VEEV TC-83 Vero; calls as there; inhibition, %; measured here: 10K pilot screen inhibition
* hit, by the source's call; i = inactive; ? = inconclusive; · = no result given. Random draw from the library, and some 1.6% of all compounds hit somewhere here.

SMILES	H1N1 NS1A inhibition	tuberculosis growth	M. tuberculosis HTS	Salmonella PhoP GFP	VEEV TC-83 Vero	others
CN1C(=O)C(CC(=O)Nc2ccc(F)cc2)N(CCCc2ccccc2)C1=S (stereo unspecified)	1%	42%	2%	-5%	i	VEEV TC-83 Vero 10K pilot screen=0.0
O=C(NC1CCCCC1)NC1(C(=O)NCCCN2CCOCC2)CCCCC1	3%	0%	-5%	-8%	i
CCOc1ccc(NS(=O)(=O)c2ccc(C(=O)N3CCC3)cc2)cc1	-4%	21%	-8%	-2%	2.1%
COc1cc2oc(=O)c(Br)c(C)c2c(OC)c1OC	0%	2%	4%	-7%	1.2%
COc1ccccc1N1CC(O)=C(c2nc3ccccc3s2)C1=N	-3%	15%	10%	-10%	0.2%
CC(=O)c1cccc(S(=O)(=O)N2CCN(CCOc3ccccc3)CC2)c1	-12%	35%	-3%	·	0.5%
CC(C)C(NS(=O)(=O)c1cccs1)C(=O)NCc1ccccc1Cl (stereo unspecified)	-5%	-1%	0%	3%	i
Cc1cc(C)nc(SCc2ccc3nonc3c2)n1	1%	9%	1%	1%	0.3%
CC(Nc1ccnc2cc(Cl)ccc12)c1ccc(S(N)(=O)=O)cc1 (stereo unspecified)	-8%	18%	-1%	16%	3.2%
Cc1ccc(C)c(N2CCN(C(=O)c3ccc4nc(-c5ccco5)c(-c5ccco5)nc4c3)CC2)c1	22%	56%	?	-1%	i
O=[N+]([O-])c1cccc(/C=C/C=N/Nc2nc(N3CCCCC3)nc(N3CCCCC3)n2)c1	10%	-2%	53%	4%	3.1%
O=C(NNC(=S)Nc1ccccc1Cl)c1ccccc1Cl	-8%	42%	4%	-6%	4.0%
Cc1ccc(NC(=O)C(NC2CCCc3ccccc32)c2ccccc2)c([N+](=O)[O-])c1 (stereo unspecified)	13%	?	66%	-2%	3.6%
C/C(=N\NC(=O)c1ccccc1O)c1ccc(Br)s1	-9%	?	12%	-3%	i
CC(=O)c1cccc(NC(=O)NC2CCCCCCC2)c1	-9%	60%	?	-1%	5.6%
O=C(CNC(=O)C(c1ccccc1)c1ccccc1)N/N=C/c1ccc(O)cc1O	0%	33%	5%	3%	4.0%
O=c1[nH]c2cc3c(cc2cc1CN(Cc1nnnn1CC1CCCO1)C1CCCC1)OCO3 (stereo unspecified)	-2%	7%	-3%	4%	1.4%
CCCC(=O)C1=C(O)C(C(=O)OC)C(C)(C)CC1=N (stereo unspecified)	-3%	-1%	0%	2%	0.9%
Cc1cc(N/C=C\c2nnnn2-c2ccccc2)no1	6%	-3%	-2%	-6%	0.9%
CN(c1ccccc1)S(=O)(=O)c1cccc(C(=O)NCCc2c[nH]c3ccccc23)c1	-1%	75%	-1%	2%	2.6%
COc1ccc(C(=O)NC(=S)NCCO)cc1Br	-9%	-1%	8%	-4%	0.6%
CCC(C)NC(=O)CSC1=Nc2ccccc2C2=NC(CC(=O)NCc3ccccc3)C(=O)N12 (stereo unspecified)	-3%	-9%	-10%	5%	5.5%
CCn1c(Cc2ccccc2)nnc1SCC(=O)Nc1nnc(-c2ccccc2)s1	-11%	0%	1%	-12%	0.8%
CC1(C)CC(=O)C(=CN2CCOCC2)C(=O)C1	2%	-18%	-6%	-10%	0.3%	VEEV TC-83 Vero 10K pilot screen=0.6
Cc1[nH]n2c(=O)c3c(nc2c1-c1ccc(F)cc1)CCCC3	·	·	?	-2%	0.3%
O=C(O)CSc1nnc(-c2ccncc2)n1Cc1ccccc1	-10%	-2%	-11%	0%	1.7%
COc1cccc(CN2CC(C(=O)NCCOc3ccccc3)CCC2=O)c1 (stereo unspecified)	-13%	-8%	8%	-1%	1.6%
COc1ccccc1-c1cc2nc(C)c(CCC(=O)NCc3ccc(F)cc3)c(C)n2n1	3%	15%	5%	3%	3.6%
CCOC(=O)C1=CN(Cc2cccc(-c3cccnc3)c2)S(=O)(=O)N(CC)C1C (stereo unspecified)	-21%	·	·	·	0.7%
Fc1ccccc1CNc1ncnc2sccc12	-8%	7%	29%	-7%	i
COc1cc(C(Nc2ccc3c(c2)OCO3)C(=O)NC2CCCCC2)cc(OC)c1OC (stereo unspecified)	4%	49%	5%	11%	4.9%
CCOc1ccc(NC(=O)CCN2C(=O)c3ccccc3C2=O)cc1	-1%	7%	38%	-7%	0.1%
COC(=O)C1C(=O)NC(SC)=C(C#N)C1c1ccccc1F (stereo unspecified)	-2%	-2%	-2%	-5%	0.2%
Cc1ccccc1N1CCN(Cc2c(C#N)c3ccccc3n2C)CC1	2%	27%	-9%	-2%	i
CCOc1ccc(NC(=O)CN(C)C(=O)C(C)Oc2ccc(Cl)cc2)cc1OCC (stereo unspecified)	1%	·	·	·	8.2%
COc1ccc(C2N(c3cc(C)on3)C(=O)C3CCCN32)cc1OC (stereo unspecified)	6%	-14%	-6%	5%	5.3%
CCN(CC)c1ccc(C=C(c2nnnn2-c2ccc(C)cc2)c2nnnn2-c2ccc(C)cc2)cc1	-12%	7%	4%	-3%	i	VEEV TC-83 Vero 10K pilot screen=3.2
CCS(=O)(=O)C1=NN2C(=N)/C(=C\c3ccc(OC(=O)c4ccco4)c(OC)c3)C(=O)N=C2S1	4%	?	3%	10%	0.9%
CCOC(=O)C(NC(=O)c1ccccc1)(Nc1cc(C)on1)C(F)(F)F (stereo unspecified)	7%	-18%	-7%	0%	1.0%
C=CCOC(=O)C1=C(C)OC(N)=C(C#N)C1c1c(C)nn(-c2ccccc2)c1Cl (stereo unspecified)	7%	16%	-5%	8%	3.1%
O=C(CNC(=O)c1cccs1)N/N=C/c1c(F)cccc1Cl	11%	-11%	-15%	0%	1.9%
NC(=O)COC(=O)CNC(=O)c1ccc(Cl)cc1	2%	-16%	-3%	-3%	4.4%
CC(C)C(NS(=O)(=O)c1cccc2nsnc12)C(=O)NC1CCCCC1 (stereo unspecified)	17%	-15%	4%	-5%	i
Cc1ccc(CN(C(=O)c2ccco2)C(C(=O)NC2CCCC2)c2cccnc2)cc1 (stereo unspecified)	-4%	14%	9%	-9%	0.8%
O=[N+]([O-])NC1=NCN(Cc2ccco2)CN1Cc1ccco1	0%	12%	-2%	-2%	i
CCCn1c(SCC(=O)c2cc(C)c(C)cc2C)n[nH]c1=O	-18%	6%	-3%	5%	8.1%
CN1CCN(C/C(=C2/N=C(c3ccccc3)OC2=O)N(C)C)CC1	-16%	8%	-7%	-8%	i
Cc1cc(C)c(NC(=O)Cn2nnc(C(=O)NCCc3ccccc3)c2N)c(C)c1	0%	3%	0%	8%	2.1%
CCN1CCCC1CNC(=O)c1cn(C)c2ccc(S(=O)(=O)N3CCCCCC3)cc2c1=O (stereo unspecified)	0%	·	·	·	i	VEEV TC-83 Vero 10K pilot screen=0.2
COc1ccccc1C(=O)c1c(C)c(CCC#N)n2ccccc12	-2%	4%	3%	6%	1.1%
O=C(c1cccs1)N1CCN(c2ncccn2)CC1	5%	-5%	-13%	6%	4.1%
Cc1ccc(N(C(=O)c2csnn2)C(C(=O)NC(C)(C)C)c2cccs2)cc1 (stereo unspecified)	-7%	-1%	-10%	5%	i
C#CC(C)(CC)NC(=O)Cn1nnc(-c2cccc(C(F)(F)F)c2)n1 (stereo unspecified)	-6%	-15%	3%	2%	0.8%
O=C1NC(=O)/C(=C/c2ccc(O)cc2)S1	2%	47%	?	-1%	0.3%
O=c1cc(CSc2nnc(C3CC3)n2Cc2ccccc2)nc2sccn12	-8%	7%	2%	-1%	i
CCCCOCCCNCc1cccn1CCN1CCOCC1	-6%	-8%	0%	2%	0.8%
O=C(c1ccccc1)N1CCCCC(S(=O)(=O)c2ccc3ccccc3c2)C1=O (stereo unspecified)	4%	-2%	6%	-6%	2.9%
Cc1oc2c(CN(C)C)c(O)ccc2c(=O)c1-c1cscn1	0%	-1%	3%	-5%	0.6%
CN(N)C(=S)NCc1ccccc1	16%	17%	0%	-6%	3.1%
CCC(C(=O)N1CCOCC1)n1nc(C)c2sc3ccccc3c2c1=O (stereo unspecified)	9%	-8%	-3%	-9%	0.8%
The results go on.
SMILES	H1N1 NS1A inhibition	tuberculosis growth	M. tuberculosis HTS	Salmonella PhoP GFP	VEEV TC-83 Vero	others
COc1ccc(CN(CCN2CCOCC2)C(=O)c2c(F)cccc2F)cc1OC	-4%	0%	-1%	-5%	2.7%
Cc1ccccc1NC(=O)COc1nsnc1N1CCOCC1	0%	0%	5%	3%	4.8%
CCN(CC)c1ccc(C2C3CCCCC3(O)CCN2C(=O)c2cccs2)cc1 (stereo unspecified)	10%	17%	-3%	0%	6.0%
Cc1ccc(-c2nc3ncccc3o2)cc1NC(=O)c1cc2ccccc2o1	-7%	-5%	8%	-2%	8.6%
COc1ccccc1NS(=O)(=O)c1ccc(C)c(NC(=O)NC2CCCCC2)c1	10%	14%	3%	8%	2.5%
Cc1c(NS(=O)(=O)c2cccs2)cccc1-c1nc2cccnc2s1	-3%	17%	-1%	1%	5.3%
O=C(NCc1ccccc1)C1=C[C@@H](C2CCCCC2)C[C@@H](OCc2ccc(CO)cc2)O1	-11%	3%	3%	-7%	i
O=Cc1ccc(OC2OCCOC2Oc2ccc(C=O)cc2)cc1 (stereo unspecified)	0%	i	8%	-27%	0.9%
CCCCN(C(=O)c1ccc2c(c1)NC(=O)CS2)c1ccccc1	-9%	18%	-9%	·	i
Cc1nnc(SCCn2c(N3CCCCCC3)nc3c2c(=O)[nH]c(=O)n3C)s1	6%	26%	1%	-4%	5.5%
COc1cccc2c1C(=O)c1c(O)c3c(c(O)c1C2=O)CC(O)(C(C)=O)CC3OC1CC(N(C)C)C(O)C(C)O1 (stereo unspecified)	19%	·	·	·	0.8%
CCOC(=O)C1CSC(CC(=O)Nc2ccc(OC(F)(F)F)cc2)C(=O)N1 (stereo unspecified)	6%	58%	8%	10%	0.9%
O=C(NCc1ccco1)C1Cc2cc(Cl)ccc2O1 (stereo unspecified)	11%	62%	7%	11%	i
COc1cccc(Cn2c(=O)sc3ccccc3c2=O)c1	-14%	22%	7%	-3%	4.8%
CNC(=O)COC(=O)c1ccccc1Nc1ccccc1	-2%	4%	-3%	0%	0.5%
NC(=O)c1nsc(C(=O)N(c2cccc(F)c2)C(C(=O)NCc2ccccc2)c2ccc(O)cc2)c1N (stereo unspecified)	9%	41%	8%	7%	9.9%
Cc1cc(Cl)c(S(=O)(=O)Nc2ccc(S(=O)(=O)N3CCOCC3)cc2)cc1OCC(N)=O	-8%	6%	6%	7%	1.3%
O=C(Nc1ccc(Br)cc1)N1CCCCCC1	-9%	6%	3%	-7%	1.5%
CCN1CCN(CCCNC(=O)c2ccc(NC(=O)C3=C(C)OCCS3)cc2)CC1	-1%	-3%	-10%	-4%	0.8%
Cc1ccc([N+](=O)[O-])cc1N=Nc1c(-c2ccc([N+](=O)[O-])cc2)[nH]n(C(N)=S)c1=O	7%	·	·	·	?
O=C(NCCc1ccccc1)C1CCN(Cc2ccccc2F)CC1	1%	8%	7%	-8%	i
CCSc1ncc(C)cc1[N+](=O)[O-]	5%	-10%	-3%	-5%	0.3%
CCc1nc(SCc2cccnc2)c2c(=O)n(C)c(=O)n(C)c2n1	26%	5%	-4%	2%	8.0%
O=C(Nc1ccc(N2CCCCC2)c(Cl)c1)c1cccnc1	2%	42%	4%	2%	8.8µM*

Compounds from the list above containing an aryl thioether with sulfur outside any ring:
SMILES	H1N1 NS1A inhibition	tuberculosis growth	M. tuberculosis HTS	Salmonella PhoP GFP	VEEV TC-83 Vero	others
Cc1cc(C)nc(SCc2ccc3nonc3c2)n1	1%	9%	1%	1%	0.3%
CCn1c(Cc2ccccc2)nnc1SCC(=O)Nc1nnc(-c2ccccc2)s1	-11%	0%	1%	-12%	0.8%
O=C(O)CSc1nnc(-c2ccncc2)n1Cc1ccccc1	-10%	-2%	-11%	0%	1.7%
CCCn1c(SCC(=O)c2cc(C)c(C)cc2C)n[nH]c1=O	-18%	6%	-3%	5%	8.1%
O=c1cc(CSc2nnc(C3CC3)n2Cc2ccccc2)nc2sccn12	-8%	7%	2%	-1%	i
Cc1nnc(SCCn2c(N3CCCCCC3)nc3c2c(=O)[nH]c(=O)n3C)s1	6%	26%	1%	-4%	5.5%
CCSc1ncc(C)cc1[N+](=O)[O-]	5%	-10%	-3%	-5%	0.3%
CCc1nc(SCc2cccnc2)c2c(=O)n(C)c(=O)n(C)c2n1	26%	5%	-4%	2%	8.0%
